Compound activity: PubChem, National Center for Advancing Translational Sciences (NCATS)
TDP1 cell CPT: DT40-hTDP1 cell growth loss with CPT. chicken DT40 Tdp1-/-;hTDP1 cells + 20 nM CPT, ATP luminescence, 48 h. Potency, µM (titrated, usually from 46.2 µM), for inactives: top-dose activity change, negative = growth inhibition, hits mostly inhibitors. 420,000 compounds, 12% hits; also: nearly all actives have a fitted effect of over 55% in size
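Cell growth measured by CellTiter-Glo luminescence after a minimum 48 h, 37 C compound exposure with 20 nM CPT in Tdp1-knockout DT40 cells stably expressing hTDP1, seeded 400/well; qHTS titration format.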
GCN5L2 inh: inhibitors of human GCN5L2 histone acetyltransferase. Q92830. GCN5L2 HAT assay, ThioGlo1 CoA-SH fluorescence. Potency, µM (doses to about 58.9 µM), for the others: at the top dose activity change, negative = inhibition, most hits filed as inhibitors. 390,000 compounds, 0.21% hits
Target sequence (Q92830 whole entry, looked up): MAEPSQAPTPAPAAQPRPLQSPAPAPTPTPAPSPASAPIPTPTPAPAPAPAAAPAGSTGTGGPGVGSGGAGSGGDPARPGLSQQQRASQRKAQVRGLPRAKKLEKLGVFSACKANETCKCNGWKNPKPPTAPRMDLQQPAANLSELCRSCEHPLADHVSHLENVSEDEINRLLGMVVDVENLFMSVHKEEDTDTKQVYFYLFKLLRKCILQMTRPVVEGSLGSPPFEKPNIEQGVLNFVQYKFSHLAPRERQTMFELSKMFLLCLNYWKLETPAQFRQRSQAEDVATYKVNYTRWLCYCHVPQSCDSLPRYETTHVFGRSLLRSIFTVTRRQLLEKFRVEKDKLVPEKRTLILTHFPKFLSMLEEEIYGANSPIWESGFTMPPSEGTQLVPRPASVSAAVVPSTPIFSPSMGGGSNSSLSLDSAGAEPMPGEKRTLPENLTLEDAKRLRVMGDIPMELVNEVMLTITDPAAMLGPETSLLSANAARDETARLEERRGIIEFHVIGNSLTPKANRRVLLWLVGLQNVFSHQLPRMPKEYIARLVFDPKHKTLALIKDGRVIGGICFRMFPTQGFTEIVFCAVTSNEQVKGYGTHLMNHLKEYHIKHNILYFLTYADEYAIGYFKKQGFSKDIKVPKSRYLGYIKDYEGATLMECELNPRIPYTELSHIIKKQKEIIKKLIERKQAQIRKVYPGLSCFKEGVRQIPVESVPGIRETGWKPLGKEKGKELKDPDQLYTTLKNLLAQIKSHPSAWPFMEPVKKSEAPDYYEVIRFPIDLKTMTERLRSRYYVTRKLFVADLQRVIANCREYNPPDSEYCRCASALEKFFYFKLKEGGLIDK
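Preincubate 20nM GCN5L2 with compound 15 min, RT → add 50uM ThioGlo1 + 75uM H3(1-25) + 70uM acetyl-CoA → read fluorescence 0 and 20 min. Primary qHTS; fluorescent artifacts likely.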
DT40 TDP1 no CPT: qHTS for Inhibitors of human tyrosyl-DNA phosphodiesterase 1 (TDP1): qHTS in cells in absence of CPT; 420,000 compounds, 15% hits; AID 686978, 2013; DT40 Tdp1-/- hTDP1 cells, no CPT, ATP luminescence, 48 h; Potency, µM (top dose mostly 46.2 µM), without a hit: at the highest dose activity change, negative = growth inhibition, most hits filed as inhibitors; also: nearly all actives have a fitted effect of over 55% in size
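Seeded 400 DT40-hTDP1 cells/well (vehicle DMSO, no 20 nM CPT); pinned compounds; ≥48 hr at 37 °C; CellTiter-Glo luminescence as viability measure.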
The depositor's hits bear a star; ? = inconclusive; . = no result given; & = joins results of further samples; [ ] = another dose, or the depositor's remark. Calls follow the shape of the dose curve; as a rule, active = well fitted curve in the direction sought with a large enough effect; inconclusive = small, poorly fitted or top-dose-only effect, or another doubt; inactive = no such curve, though single readings can be large; an effect the other way counts as inactive or inconclusive. % is scaled to controls: 0 for no effect and ±100 for the full control effect; potency is read from the fitted curve at half-maximal effect. Only part of the results is shown, so the mix of outcomes need not match the whole.

smiles	DT40 TDP1 no CPT	TDP1 cell CPT	GCN5L2 inh
Cc1cc(C(=O)CSc2nnnn2C)c(C)n1C1CC1	0%	7%	-8%
CC(=O)N1CCCc2cc(S(=O)(=O)N(Cc3ccccc3)C(C)C)ccc21	16µM*	15µM*	-6%
CCOc1ccc(CNC(=O)C2CCN(Cc3cc4ccccc4n3Cc3ccccc3C)CC2)cc1	23µM*	13µM*	2%
CCOc1ccc(-c2nc3scc(-c4cccs4)c3c(=O)[nH]2)cc1	?	?	-6%
O=C(N/N=C\c1cc([N+](=O)[O-])ccc1N1CCCC1)c1ccccn1	-21%	?	3%
O=C(Nc1cccc(Cl)c1)c1cc(S(=O)(=O)N2CCC3(CC2)OCCO3)ccc1F	?	?	-2%
CCC(Sc1nc(=O)cc(N)n1CCc1ccccc1)C(=O)Nc1ccccc1C#N (centres undefined)	-24%	-29%	-9%
Cc1cccnc1NC(=O)c1cccc(S(=O)(=O)N2CCN(c3ccccc3)CC2)c1	?	?	-9%
COc1ccc(OC)c(S(=O)(=O)Nc2ccc(O)c3ccccc23)c1	3.3µM*	2.1µM*	?
Cc1ccnn1-c1ccc(C(=O)N2CCCN(S(=O)(=O)c3ccc(F)cc3)CC2)cc1	-31%	-12%	-1%
COC(=O)c1cc(O)cc(OC)c1C(=O)c1c(O)cc(C)cc1O	?	?	-2%
O=S(=O)(NCc1cccnc1)c1cccc2nsnc12	0%	-2%	-3%
O=C(CSc1nc2ccccc2o1)Nc1ccccc1	2%	-4%	0%
CC1(C)CC(=O)C=C(NCc2ccccc2)C1	1%	-1%	0%
CC1(C(=O)NCc2ccccc2)Cc2c(-c3ccccc3)ccnc2O1 (centres undefined)	4.1µM*	?	.
Cc1c(C)c2ccc(OS(C)(=O)=O)cc2oc1=O	6%	-1%	-7%
CC(NC(=O)Cc1ccccc1)c1cc2c(cc1Br)OCCCO2 (centres undefined)	?	-16%	1%
NC(=O)c1c(NC(=O)CN2CCN(S(=O)(=O)c3ccccc3)CC2)sc2c1CCC2	18µM*	13µM*	-29%
CC(=O)N(c1nc(CCl)cs1)c1ccc(C)cc1C	-11%	-4%	-9%
O=S(=O)(N(Cc1ccccc1)[C@H](CO)Cc1ccccc1)N(Cc1ccccc1)[C@H](CO)Cc1ccccc1	?	?	2%

Structural class: the entries above with an aryl thioether with sulfur outside any ring
smiles	DT40 TDP1 no CPT	TDP1 cell CPT	GCN5L2 inh
Cc1cc(C(=O)CSc2nnnn2C)c(C)n1C1CC1	0%	7%	-8%
CCC(Sc1nc(=O)cc(N)n1CCc1ccccc1)C(=O)Nc1ccccc1C#N (centres undefined)	-24%	-29%	-9%
O=C(CSc1nc2ccccc2o1)Nc1ccccc1	2%	-4%	0%

Next section
smiles	DT40 TDP1 no CPT	TDP1 cell CPT	GCN5L2 inh
O=[N+]([O-])c1cccc(CN(CCO)Cc2ccccc2)c1	-15%	-4%	-8%
CC1N(O)C(C)(C)C(c2ccccc2)=[N+]1[O-] (centres undefined)	-11%	-16%	0%
O=C(O)Cc1csc(NC(=O)CSc2nnnn2-c2ccc(O)cc2)n1	-10%	-5%	6%
O=C(NCCCN1CCCCC1)c1sc2ncccc2c1-n1cccc1	-13%	-19%	-1%
O=C(c1ccc2c(c1)N(Cc1cccc(Cl)c1)C(=O)c1ccccc1S2(=O)=O)N1CCc2ccccc21	1.6µM*	2.1µM*	-1%
CC[C@@H]1Cc2[nH][nH]c(=O)c2[C@H](CC(C)C)O1	-14%	-5%	.
Cc1c(C(=O)N2CCC(C(N)=O)CC2)sc(N)c1C#N	-5%	-22%	-25%
Cn1c2ccccc2c2nnc(N/N=C/c3ccc(O)cc3)nc21	-17%	0%	.
O=C(CSc1nnc(N2CCOCC2)n1-c1cccc(F)c1)N1CCN(c2ccccn2)CC1	-13%	2%	8%
CC(C)Nc1ccc(C(CC(N)=O)NC(=O)c2ccccc2)cc1[N+](=O)[O-] (centres undefined)	-20%	?	-6%
CC1CN(CCOc2ccc(Cl)cc2Cl)CC(C)O1 (centres undefined)	?	-5%	-1%
Cc1ccsc1CN(C)Cc1nc(C2CC2)no1	1%	30%	0%
Cc1nc2ccc(NC(=O)COc3ccccc3F)cc2s1	?	-6%	-2%
c1ccc(NN(Cc2cnccn2)c2ccccc2)cc1	?	-23%	.
O=C(CSc1ncccc1C(=O)O)c1ccccc1F	11%	14%	2%
COc1cc2cc(CCCOC(=O)c3ccc(C#N)cc3)oc(=O)c2cc1OC	-2%	14%	-9%
NCC(=O)c1c[nH]c2ccccc12	-8%	?	.
O=C1CCCN1CN(C(=O)c1ccc2c(c1)OCO2)c1cccc(Cl)c1	?	?	-4%
Cc1ccccc1NC(=O)CSC1=NCCN1	?	-29%	35%[activator]
CCCCN1C2=NCCCN2c2ccccc21	?	?	-10%

No new results follow: an excerpt of the list.
smiles	DT40 TDP1 no CPT	TDP1 cell CPT	GCN5L2 inh
CC1CN(CCOc2ccc(Cl)cc2Cl)CC(C)O1 (centres undefined)	?	-5%	-1%
Cc1ccsc1CN(C)Cc1nc(C2CC2)no1	1%	30%	0%
Cc1nc2ccc(NC(=O)COc3ccccc3F)cc2s1	?	-6%	-2%
c1ccc(NN(Cc2cnccn2)c2ccccc2)cc1	?	-23%	.

Additional entries
smiles	DT40 TDP1 no CPT	TDP1 cell CPT	GCN5L2 inh
Cc1ccc(N2CC(C(=O)N3CCC(C(=O)Nc4nnc(C(C)C)s4)CC3)CC2=O)cc1 (centres undefined)	?	-15%	?
CN(C)CCCn1cnc2c1c(=O)[nH]c(=O)n2Cc1ccccc1	0%	4%	-26%
O=C(NC1CCCC1)C(C1CC1)n1c(-c2ccnc3ccccc23)nc2ccccc21 (centres undefined)	?	?	.
O=C(Nc1ccc(Br)cc1)c1cc([N+](=O)[O-])cc([N+](=O)[O-])c1	?	4.6µM*	-21%
Cn1c2ccccc2c2ncn(CCC3=CCCCC3)c(=O)c21	?	?	-4%
C[C@H](CO)N1C[C@H](C)[C@H](CN(C)C(=O)c2ccccc2)Oc2cc(Br)ccc2S1(=O)=O	3%	5%	.
COC(=O)c1ccc2nc(C)cc(Nc3ccc(O)cc3)c2c1	15µM*	21µM*	-15%
CCOc1ccc(N(C)S(=O)(=O)c2cnc[nH]2)cc1	-8%	0%	-14%
COc1ccc(-c2nnc(N(C)C(=O)c3cccnc3)s2)cc1	-23%	-13%	-8%
COc1ccc(C(C(=O)NC(C)(C)C)N(C(=O)CCC(=O)Nc2cc(C)on2)c2cccc(C)c2C)cc1 (centres undefined)	?	-3%	0%
C=CCNC(=S)Nc1ccc(N(C)C)cc1	?	?	2%
CC(C)Cn1c(SCC(=O)N2CCN(C(=O)c3ccco3)CC2)nc2ccccc2c1=O	11%	-19%	-2%
COC(=O)C(C)Sc1nc2c(c(=O)n(C)c(=O)n2C)n1CCC(C)C (centres undefined)	?	-2%	0%
C=C1c2ccccc2NC(=O)N1c1ccc(OC)cc1	-5%	0%	-7%
O=C(NCCc1ccccc1)c1nnc(CS(=O)(=O)c2ccccc2)o1	?	-9%	4.5µM*
Cc1cc(C(=O)N/N=C/c2ccco2)n[nH]1	2%	0%	-3%
Cc1cc(C)c2oc(-c3ccc(C)c(NC(=S)NC(=O)c4cccs4)c3)nc2c1	?	?	-14%
CC1(NC(=O)/C=C/c2nc3ccccc3s2)CCS(=O)(=O)C1 (centres undefined)	-3%	5%	-19%
CCNC(=O)NC(=O)C(C)OC(=O)C1CCN(S(=O)(=O)c2ccccc2F)CC1 (centres undefined)	-1%	-4%	-1%
Cc1cccc(CC(=O)NC2CCN(C)CC2)c1	-4%	-2%	-14%
Cc1c(F)cccc1NC(=O)C1CCCN1S(=O)(=O)c1ccc(F)cc1 (centres undefined)	?	?	-8%
O=C(CN1C(=O)COc2ccc(S(=O)(=O)NC3CCCC3)cc21)Nc1ccc(Cl)cc1F	?	?	-9%
Cc1cc(SCc2ccc(Cl)c(Cl)c2)nc(=O)[nH]1	5%	5%	-33%
CCCCOC(=O)c1ccc(NC(=S)NC(=O)c2c(Cl)cnn2CC)cc1	?	?	-8%
Cc1cc(C)cc(OCC(=O)Nc2ccc(F)cc2)c1	-29%	3%	-9%
CC(=O)N1CCCC(N2CCN(c3cccc(C(F)(F)F)c3)CC2)C1 (centres undefined)	2%	4%	-3%
N#CC(C#N)=Cc1c[nH]c(=O)c(C#N)c1Nc1ccccc1	1%	1%	.
CCOC(=O)c1nnn(-c2nc(OC)nc(N(C)C)n2)c1-c1ccccc1	?	-18%	-4%
CC(C)CN(CCCNC(=O)CN1N=C(c2ccc(Cl)cc2)CCC1=O)CC(C)C	?	?	-17%&-6%
CC(C)CC(OC(=O)c1cccs1)C(=O)NCc1ccco1 (centres undefined)	?	-28%	-26%
COc1ccc(CNC(=O)COC(=O)CN2C(=O)C3CCCCC3C2=O)cc1 (centres undefined)	5%	-18%	.
NNC(=O)C=C1CCN(c2ncc(C(F)(F)F)cc2Cl)CC1	?	?	5%
Nn1c(-c2cccc(Br)c2)n[nH]c1=S	-7%	-9%	?
N/C(=N\OC(=O)CCCc1ccccc1)c1ccccc1Cl	2%	-5%	-12%
CCN(C(=O)COc1ccccc1)c1nnc(-c2cccnc2)s1	-22%	-10%	-4%[0.501 µM]
Cc1cc(C#N)c(C)n1-c1cc(C(F)(F)F)ccc1N1CCOCC1	-21%	-6%	-4%
CCC(C)C(NC(N)=O)C(=O)Nc1ccc(C)c(Cl)c1 (centres undefined)	-27%	2%	0%
CCC(C)(C)NC(=O)C(c1ccncc1)N(C(=O)c1sc(C)nc1C)c1ccc(C)cc1 (centres undefined)	?	-9%	1%
COCCCNC(=O)Cn1c(=O)n(-c2ccc(Cl)cc2)c(=O)c2c3c(sc21)CCCCC3	12%	-19%	2%
S=c1[nH]nc(-c2ccc3ccccc3n2)o1	?	-27%	-5%
Cc1ccc(C(=O)Nc2ccc(OCc3cc(=O)n4c(C)csc4n3)cc2)cc1	-16%	0%	-10%
O=[N+]([O-])c1cc([N+](=O)[O-])c(Oc2ccccc2F)cc1NN1CCCCC1	-25%	?	-5%
CC(C)c1c(C(=O)NCc2ccccn2)cnn1-c1nccc(-c2ccccc2F)n1	-25%	?	.
COc1ccccc1N1CCN(C(=O)c2ccc3c(=O)n(Cc4ccco4)c(=S)[nH]c3c2)CC1	?	?	-12%
CCOc1ccc(-c2nc(CSCC(=O)N3CCN(c4cccc(OC)c4)CC3)c(C)o2)cc1	?	23µM*	-11%
CN(C)C(=O)CCc1ccc2c3c([nH]c2c1)[C@]1(C)[C@@H](C(=O)N2CCOCC2)C[C@H](CC(=O)NCCCn2ccnc2)C(=O)N1CC3	12%	-1%	-3%
C=CCNC(=O)c1ccc2nccnc2c1	-5%	-15%	1%
CC(O)(c1ccc(F)c(F)c1)c1nc(-c2ccncc2)cs1 (centres undefined)	13µM*	21µM*	.
Cc1nc2nc(SCc3ccccc3)[nH]n2c(=O)c1CCC(C)C	-25%	-1%	-3%
CCC(C)NC(=O)CSc1nc2c(sc3ccccc32)c(=O)n1CCc1ccccc1 (centres undefined)	-28%	-22%	-1%

(further entries)
smiles	DT40 TDP1 no CPT	TDP1 cell CPT	GCN5L2 inh
COc1cc(/C=C2/SC(=O)NC2=O)ccc1OCc1ccccc1	?	-18%	-2%
COc1ccc(-c2cn3ccc4ccccc4c3n2)cc1	?	-21%	-4%
COc1ccc(OC(=O)Cc2cccc3ccccc23)cc1	15%	-1%	-15%
O=C(CS(=O)CC(=O)N(CC(=O)NC1CCCC1)C1CCCCC1)Nc1ccc(F)cc1 (centres undefined)	-4%	1%	4%
CCOC(=O)c1ccc2nc3c(cc2c1)CCS3	?	?	-3%
CCN(Cc1nc(-c2cccc(C)c2)no1)S(=O)(=O)c1ccc(C)cc1	?	?	-8%
O=C(COc1ccccc1F)OCC(=O)c1ccc([N+](=O)[O-])cc1	-26%	?	-6%
O=C(NCc1ccc2c(c1)OCO2)c1ccc2snnc2c1	?	-6%	-3%
O=C(NCc1ccccc1)c1cc[n+](CC(=O)c2cccs2)cc1	3%	9%	1%
O=C1C=C(NCCNc2c(F)c(F)c(CO)c(F)c2F)CCC1	-8%	-11%	-1%
CC(=O)c1cccc(NC(=S)NC(=O)c2ccc(C)cc2)c1	18µM*	?	-3%
